KCNH2 3.1 inh = qHTS for Inhibitors of KCHN2 3.1: Mutant qHTS. U2OS KCNH2 3.1, thallium flux FluxOr; hits give low values. activity change, % (tested at about 1.8 µM). hit rate 0.95% among 340,000. AID 720553, 2013;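 active = maximum activity change below -70%; inconclusive = maximum activity change from -70% to -50%; inactive = maximum activity change above -50%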;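 also: thallium influx rate constant from kinetic fluorescence after stimulation buffer; % is scaled to controls: 0 for no effect and ±100 for the full control effect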
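Thallium flux read-out: FluxOr dye with Red40 quencher in HBSS/HEPES, 45 min at RT. Rate constants from kinetic reads were normalized to positive and negative DMSO controls. Cells: U2OS virally expressing the 3.1 isoform.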
hERG WT inh = qHTS for Inhibitors of KCHN2 3.1: Wildtype qHTS | Voltage-gated inwardly rectifying potassium channel KCNH2 (Homo sapiens), Q12809 | U2OS, BacMam KCNH2, thallium flux FluxOr; hits give low values | activity change, % at 1.84 µM | hit rate 0.37% among 340,000 | AID 720551, 2013;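 active = maximum activity change below -70%; inconclusive = maximum activity change between -70% and -50%; inactive = maximum activity change above -50%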; also: % is scaled to controls: 0 for no effect and ±100 for the full control effect
Target sequence (Q12809 whole entry, looked up): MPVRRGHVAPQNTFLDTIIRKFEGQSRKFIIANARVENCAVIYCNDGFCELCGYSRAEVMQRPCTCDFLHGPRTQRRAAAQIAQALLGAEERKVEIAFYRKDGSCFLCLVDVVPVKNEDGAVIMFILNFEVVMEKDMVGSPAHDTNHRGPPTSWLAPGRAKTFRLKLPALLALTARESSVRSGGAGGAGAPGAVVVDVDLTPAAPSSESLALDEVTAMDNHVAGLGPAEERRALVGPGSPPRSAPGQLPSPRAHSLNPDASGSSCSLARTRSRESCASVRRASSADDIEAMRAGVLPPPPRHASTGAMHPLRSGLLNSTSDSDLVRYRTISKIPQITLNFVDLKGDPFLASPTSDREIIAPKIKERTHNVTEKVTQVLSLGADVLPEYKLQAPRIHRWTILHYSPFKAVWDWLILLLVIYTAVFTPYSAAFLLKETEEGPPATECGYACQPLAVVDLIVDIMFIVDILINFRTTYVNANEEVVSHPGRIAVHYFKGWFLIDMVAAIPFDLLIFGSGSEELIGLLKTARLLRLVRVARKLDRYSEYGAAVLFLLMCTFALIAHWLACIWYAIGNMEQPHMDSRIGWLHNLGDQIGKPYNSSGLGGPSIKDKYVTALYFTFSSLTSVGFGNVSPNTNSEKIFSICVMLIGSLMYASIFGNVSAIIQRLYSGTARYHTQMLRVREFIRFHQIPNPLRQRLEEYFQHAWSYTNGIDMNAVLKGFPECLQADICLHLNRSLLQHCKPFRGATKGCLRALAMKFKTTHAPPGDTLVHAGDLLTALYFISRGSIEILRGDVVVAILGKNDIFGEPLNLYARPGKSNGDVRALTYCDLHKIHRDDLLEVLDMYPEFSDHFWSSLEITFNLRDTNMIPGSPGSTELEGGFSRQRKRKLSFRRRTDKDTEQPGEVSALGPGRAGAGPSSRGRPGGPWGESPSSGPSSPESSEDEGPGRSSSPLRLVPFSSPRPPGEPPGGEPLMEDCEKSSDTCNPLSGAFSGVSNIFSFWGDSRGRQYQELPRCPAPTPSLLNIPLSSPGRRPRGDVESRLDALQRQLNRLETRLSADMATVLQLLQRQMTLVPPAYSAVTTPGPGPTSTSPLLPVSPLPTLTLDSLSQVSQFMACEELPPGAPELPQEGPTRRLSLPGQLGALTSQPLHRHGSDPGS
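U2OS cells were transduced with wild-type KCNH2 virus (2.03 x 10^8 / mL) for 4 h at room temperature, then cultured overnight at 37 C. Thallium flux was read with FluxOr dye. Rate constants were normalized to DMSO controls.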
TCR act = Activators of T cell receptors: qHTS campaign. primary human leukocytes, anti-CD3, IL-2 HTRF, 48 h. 330,000 tested, under 10 active. Potency, µM (top dose mostly 9.22 µM), for inactives: top-dose activation of IL-2 secretion, usual class: activators; active = well fitted activation curve with a large enough effect; inconclusive = small, poorly fitted or top-dose-only effect, or another doubt; inactive = no such curve, though single readings can be large or run the other way; also: % of control where 0% means no effect
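Human primary leukocytes + a-CD3 beads + cpd, 48 hr; IL-2 in supernatant by HTRF (ex 320nm / em 665nm). No co-stimulatory signal supplied.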
* hit, by the source's call; ? = inconclusive. A portion of the library; count on the stated rates, not on these rows.

no. | SMILES | KCNH2 3.1 inh | hERG WT inh | TCR act
1 | Cc1cc(S(=O)(=O)c2ccc([N+](=O)[O-])cn2)ccc1Br | 5 | -3 | -21%
2 | CC1(C)Cc2c(sc3ncn4nc(-c5ccco5)nc4c23)CO1 | 6 | -10 | 1%
3 | COc1ccc(C2(SCC(N)C(=O)O)c3ccccc3-c3ccccc32)cc1 (stereo not given) | 9 | 1 | -2%
4 | CCC(C)[C@H]1CN=C(N)N1CC1CCCCC1 (stereo not given in full) | 3 | -26 | -1%
5 | COc1cc2c(cc1OC)C(C(=O)NC1CC1)C1c3ccccc3CCN1C2=O (stereo not given) | 32 | 13 | 1%
6 | O=C(NCC(c1cccs1)N1CCOCC1)c1cccc(S(=O)(=O)Nc2ccc(F)cc2)c1 (stereo not given) | 16 | -10 | 0%
7 | CC(=O)c1ccc(-c2[nH]c3ccccc3c2CCN2C(=O)c3ccccc3C2=O)cc1 | 6 | 3 | -5%
8 | CN(C)CCC(=O)N1C/C(=C/c2ccccc2)C(=O)/C(=C\c2ccccc2)C1 | -72* | 47 | 4%
9 | COc1cc(OC)c(OC)cc1/C=C/C(=O)OCC(=O)Nc1c(C)n(C)n(-c2ccccc2)c1=O | 6 | 11 | 4%
10 | O=C(NOCc1cscn1)Nc1ccccc1 | -5 | 45 | 11%
11 | Cc1ccc(-c2nnc(-c3ccc4ccccc4c3)o2)cc1 | 11 | -10 | -6%
12 | O=C(COC(=O)c1cccc(Cl)c1)Nc1cc(S(=O)(=O)N2CCOCC2)ccc1N1CCOCC1 | -22 | -25 | -1%
13 | COc1ccc(CN2CCN(C(=O)c3ccco3)CC2)c(OC)c1OC | -9 | 1 | -42%
14 | CC(=O)c1cccc(OCC(=O)N(CCC2=CCCCC2)c2c(N)n(Cc3ccccc3)c(=O)[nH]c2=O)c1 | -12 | -6 | 4%
15 | CCOC(=O)C[C@H]1c2ccc(C(F)(F)F)cc2S(=O)(=O)N1C1CCCC1 | -3 | -18 | -3%
16 | CCOc1ccc(-c2c(=O)n(OCc3ccc([N+](=O)[O-])cc3)c3ccccc3[n+]2[O-])c(OCC)c1 | -4 | 11 | -4%
17 | CSc1nsc(NC(=O)Nc2ccccc2)n1 | 17 | -4 | 2%
18 | Cc1ccc2[nH]c(=O)c(CN(CCO)C(=O)N(C)C)cc2c1 | -8 | -15 | 2%
19 | COC(=O)CNC(=O)CSc1nc2sc(-c3ccccc3)cc2c(=O)n1-c1ccccc1 | 3 | -4 | 0%
20 | COc1cc(OC)c(-c2oc3ccccc3c(=O)c2O)c(OC)c1 | -9 | -10 | 8%
21 | COc1ccccc1C1=NOC(C)(c2nnc(-c3cccc(Cl)c3)o2)C1 (stereo not given) | -8 | 4 | 6%
22 | CC1(c2nnc(-c3ccncc3)o2)CC(c2cccnc2)=NO1 (stereo not given) | -6 | -3 | 9%
23 | CC(C)CC(CO)NS(=O)(=O)c1cccc(Cl)c1F (stereo not given) | 5 | 14 | 3%
24 | Cc1nnc(NC(=O)C23CC4CC(C)(CC(C)(C4)C2)C3)s1 | -1 | -6 | -1%
25 | C=CCN1CCC(=O)C(C(=O)OCC)=C1C(=O)OCC | 14 | 0 | -9%
26 | COC(=O)C1=C(C(=O)OC)[C@@H]2N(C)c3ccc(OC)cc3[C@@]23C[C@@H](C(=O)OC)N(C(=O)c2cc(C)oc2C)C3=N1 | -20 | -42 | 4%
27 | O=C(Cc1ccc([N+](=O)[O-])cc1)NCCc1ccc2c(c1)OCO2 | 1 | 0 | -2%
28 | Nc1cccc2cc(S(=O)(=O)O)ccc12 | 0 | -5 | 0%
29 | COc1ccc(C(CCc2cc(OC)c(OC)c(OC)c2)NC(C)=O)cc1 (stereo not given) | 0 | 2 | 2%
30 | CC[C@]12C(=O)N(C)C[C@H]([C@@H]3C(=O)N(Cc4ccccc4)C(=O)[C@@H]31)N2C(=O)c1ccc(C(C)(C)C)cc1 | 7 | -5 | -4%
31 | CC1CC(C)(C)OC(c2ccc(C(C)C)cc2)O1 (stereo not given) | 12 | 4 | -20%
32 | COc1cccc(NC(=O)c2cc(-c3ccco3)nc3ccccc23)c1 | 4 | -7 | 4%
33 | CCCC[C@@H]1CCCO[C@@](C(=O)NCc2ccccn2)(C(F)(F)F)C1 | -38 | 5 | 1%
34 | Fc1ccc(OCCOCCN2CCCC2)cc1 | 15 | 3 | 11%
35 | CCOC(=O)c1oc2cc(O)cc(O)c2c(=O)c1OCc1ccccc1 | 1 | 2 | 2%
36 | O=C(NNC(=O)OCc1ccccc1)OCc1ccccc1 | 7 | 2 | -3%
37 | COc1cccc2c1C(=O)c1c(O)c3c(c(O)c1C2=O)CC(O)(C(C)=O)CC3OC1CC(N(C)C)C(O)C(C)O1 (stereo not given) | 6 | 11 | 4%
38 | CC(C)=N/N=C1/NC(=O)C(c2ccc(Cl)cc2)S1 (stereo not given) | -9 | -1 | -3%
39 | CCOc1ccc(-c2cc(C(=O)N/N=C/c3ccc(O)cc3)c3ccccc3n2)cc1 | -26 | -1 | 4%
40 | CCn1cc(C(=O)Nc2ccc(Cl)cc2Cl)cn1 | 25 | 2 | 2%
41 | Nc1nnn(-c2ccccc2)c1-c1ccccc1 | 1 | -4 | 0%
42 | CC(C)(C)[C@H]1C=C(C(=O)NCc2ccccc2)O[C@@H](OCCCCO)C1 | -8 | 1 | 0%
43 | CN(C(=O)c1cccc(NC(=O)Cc2ccc(NC(=O)C3CCCN(C(=O)C4CCCCC4)C3)cc2)c1)C1CCCCC1 (stereo not given) | -12 | 5 | 1%
44 | CCOC(=O)c1ccc(NC(=O)c2ccnn2C)cc1 | 0 | -2 | 3%
45 | CC(C)(C)OC(=O)N(CCc1ccccc1)Cc1ccc(OCc2cccc(NC(=O)C3CC3)c2)cc1 | -3 | 1 | 9%
46 | CC(=O)NC1CCC(=O)C=C1c1ccccc1 (stereo not given) | -2 | 2 | 1%
47 | C[C@@H](NS(=O)(=O)c1cc(Cl)ccc1F)[C@H](O)c1ccccc1 | 0 | -5 | -1%
48 | COc1ccc(OC)c(C(=O)c2c(C)oc3cc(Br)c(O)c(CN(C)C)c23)c1 | -3 | -3 | -1%
49 | O=C(Cn1c(NCCCO)nc2ccccc21)c1cccs1 | -3 | 2 | -1%
50 | CC(NC(=O)c1ccccc1Cl)c1ccc(-n2ccnc2)cc1 (stereo not given) | 0 | 5 | -2%
51 | CC(=O)N1CCN(C(=O)c2ccc(NS(=O)(=O)c3ccc(Cl)c(Cl)c3)cc2)CC1 | -7 | -13 | 0%
52 | COP(=O)(OC)c1ccc(NCc2cc(O)ccc2O)cc1 | 2 | 2 | 8%
53 | CCCCOC(=O)c1cc(-c2ccc(/C=N/n3cnnc3)o2)ccc1Cl | 1 | 2 | 3%
54 | CCOC(=O)CN1C(=O)N[C@@H](c2ccccc2)[C@H](C(C)=O)[C@H]1C | -82* | -12 | -5%
55 | CN(C(=O)c1ccc(Cl)cc1)c1ccc(OCC(=O)Nc2cc(C(=O)O)ccc2Cl)cc1 | 10 | 3 | 1%
56 | CC1CC(C)CN(c2nc3c(c(=O)[nH]c(=O)n3C)n2CCCSc2nc3ccccc3s2)C1 (stereo not given) | -2 | -5 | -3%

By substructure: the compounds so far with fluorine
no. | SMILES | KCNH2 3.1 inh | hERG WT inh | TCR act
6 | O=C(NCC(c1cccs1)N1CCOCC1)c1cccc(S(=O)(=O)Nc2ccc(F)cc2)c1 (stereo not given) | 16 | -10 | 0%
15 | CCOC(=O)C[C@H]1c2ccc(C(F)(F)F)cc2S(=O)(=O)N1C1CCCC1 | -3 | -18 | -3%
23 | CC(C)CC(CO)NS(=O)(=O)c1cccc(Cl)c1F (stereo not given) | 5 | 14 | 3%
33 | CCCC[C@@H]1CCCO[C@@](C(=O)NCc2ccccn2)(C(F)(F)F)C1 | -38 | 5 | 1%
34 | Fc1ccc(OCCOCCN2CCCC2)cc1 | 15 | 3 | 11%
47 | C[C@@H](NS(=O)(=O)c1cc(Cl)ccc1F)[C@H](O)c1ccccc1 | 0 | -5 | -1%

Next section
no. | SMILES | KCNH2 3.1 inh | hERG WT inh | TCR act
57 | Cc1cc(C)nc(SCC(=O)Nc2sc3c(c2C#N)CCC(C)C3)n1 (stereo not given) | -10 | -11 | 0%
58 | C=CCOC(=O)C1=C[C@H](c2csc3ccccc23)C[C@H](OCc2ccc(CO)cc2)O1 | -21 | -6 | 0%
59 | Clc1ccc(CNc2ncnc3[nH]ncc23)c(Cl)c1 | -4 | 1 | 1%
60 | CC1=C2C3OC(=O)C(C)C3CCC2(C)C=CC1=NO (stereo not given) | -9 | -5 | -2%
61 | O=C(C=P(c1ccccc1)(c1ccccc1)c1ccccc1)c1ccccc1-c1ccccc1C(=O)C=P(c1ccccc1)(c1ccccc1)c1ccccc1 | -6 | -2 | -2%
62 | Cc1ccc(C(=O)/C=C/Nc2ccccn2)cc1 | -5 | -7 | -2%
63 | CC1(C)CC(=O)C2=C(C1)Nc1ccccc1NC2c1ccc([N+](=O)[O-])cc1 (stereo not given) | 13 | 0 | 2%
64 | O=C(O)C1=C[C@H](C2CC2)C[C@H](OCc2ccc(CO)cc2)O1 | -1 | -13 | 5%
65 | Cc1noc(C)c1CSc1nnc2n(-c3ccccc3)c(=O)c3ccccc3n12 | 6 | -13 | -2%
66 | COc1ccc(-c2oc3ccc(-c4cc(OC)c(OC)c(OC)c4)cc3c2-c2ccc(OC)cc2)cc1 | -23 | 6 | -3%
67 | O=C(O)c1ccc(C(=O)c2cc([N+](=O)[O-])cc([N+](=O)[O-])c2)cc1 | 15 | 3 | -3%
68 | COc1ccccc1-c1nnc(-c2ccc(F)cc2)o1 | -7 | -5 | 1%
69 | O=C(c1ccc(Cl)cc1)N1CCN(c2ccc([N+](=O)[O-])c(NCc3cccnc3)c2)CC1 | 11 | 4 | 1%
70 | Cc1cc2ncn(C3CC(O)C(CO)O3)c2cc1C (stereo not given) | 32 | 2 | 1%
71 | CN(Cc1ccccc1)C(=O)c1ccc(NC(=O)Cc2ccc(NC(=O)C3CCN(C(=O)c4ccccc4)CC3)cc2)cc1 | -9 | 2 | -7%
72 | CN1CCC(OC(=O)c2ccc(Br)cc2)CC1 | 0 | 2 | -8%
73 | O=C(Nc1ccc(C(=O)N2CCOCC2)cc1)C1CCCC1 | 4 | 3 | 4%
74 | C/C(=C\C1CCCCC1)C(NC(=O)c1ccc(C(F)(F)F)cc1)c1ccc(-c2ccccc2)cc1 (stereo not given) | ? | -1 | 1%
75 | Cc1onc(-c2ccccc2Cl)c1C(=O)N[C@@H](C)c1ccccc1 | 11 | -5 | -1%
76 | COc1cccc(N2C(=O)CC(N3CCN(S(=O)(=O)c4ccccc4[N+](=O)[O-])CC3)C2=O)c1 (stereo not given) | -5 | 9 | -4%
77 | CCCCn1cnc2c(SCc3cccc(F)c3)nc(N)nc21 | -1 | 13 | -9%
78 | COc1nnc(-c2ccc(N3CCCCC3)c(N)c2)c2ccccc12 | 26 | -8 | -1%
79 | Cc1cc(C)n(-c2nc(SCCN3CCOCC3)c3c4c(sc3n2)CCCC4)n1 | -6 | -5 | -3%
80 | O=[N+]([O-])c1cc(CS(=O)(=O)Oc2ccc(Cl)cc2)c(O)c([N+](=O)[O-])c1 | 1 | 0 | -7%
81 | CC(C)COc1cccc(C(=O)Nc2cc(S(=O)(=O)N3CCOCC3)ccc2N2CCCC2)c1 | ? | 19 | 3%
82 | COc1cnn(-c2cccc(C(F)(F)F)c2)c(=O)c1Cl | -7 | 6 | 4%
83 | c1ccc2nc(NN=C3CCCCC3)ccc2c1 | -10 | -8 | -4%
84 | CCc1nc(SCC(=O)N2CCc3ccccc32)c2oc3ccccc3c2n1 | 11 | -11 | -1%
85 | O=c1[nH]n(-c2ccccc2)c(=O)cc1Cl | -5 | -8 | -4%
86 | CC1CN(C(=O)c2cc(F)c(F)cc2Cl)CC(C)O1 (stereo not given) | -4 | -10 | -8%
87 | CCC(=O)N1CCc2cc(S(=O)(=O)CCC(=O)Nc3c(C)n(C)n(-c4ccccc4)c3=O)ccc21 | -14 | -4 | 3%
88 | COc1cccc(CN(C)C(=O)COc2cccc3c2OC(C)(C)C3)c1OC | 9 | -2 | -3%
89 | CCO[C@H]1OC(C(=O)NCc2ccccc2)=C[C@@H](C(C)(C)C)[C@@H]1CCCO | -1 | -3 | 0%
90 | O=CN1c2ccccc2CSc2ccccc21 | 12 | 15 | 8%
91 | Cc1ccc(OCC(=O)Nc2ccc([N+](=O)[O-])cn2)cc1C | -12 | 4 | -9%
92 | CCC[C@@H]1CCCO[C@@](C(=O)NCc2ccc(S(C)(=O)=O)cc2)(C(F)(F)F)C1 | 3 | 17 | -16%
93 | O=C1c2ccccc2S(=O)(=O)c2cc(C(=O)N3CCN(c4ncccn4)CC3)ccc21 | -3 | -1 | 6%
94 | O=C(CC1C=CCC1)Nc1ccccc1 (stereo not given) | 2 | 2 | 5%
95 | CC12CC3OC3CC1CCC1C2CCC2(C)C1CCC21OCCO1 (stereo not given) | 5 | -1 | -2%
